Keap1-Nrf2 PPI – inhibitors of human Keap1-Nrf2 protein-protein interaction; Keap1 Kelch-Nrf2 peptide fluorescence polarization, 1536-well; inhibition, % at 9.4 µM; 0.15% of 340,000 active; AID 504523; in the data active = inhibition above about 12%; inconclusive = no clear call, values can overlap the other calls; inactive = below about 7.3%;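 note: human Keap1 Kelch domain with fluorescein labeled Nrf2 9mer peptide probe; 0% = neutral control wells and 100% = peptide positive control; higher means more block of Keap1 binding to Nrf2 peptide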
Rtt109 Vps75 – blocks Candida albicans Rtt109/Vps75 acetyltransferase activity; purified Rtt109/Vps75, ThioGlo CoA-SH fluorescence, 4 h; inhibition, % at 34.9 µM; 0.16% of 330,000 active; AID 540336;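 active = inhibition of at least 50% in every replicate; inconclusive = best replicate reaches 50% inhibition but some replicates fall short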
dFosB act – enhances mouse delta FosB homodimer DNA binding; purified delta FosB, TAMRA-CDK5 oligo fluorescence polarization; percent of positive-control signal above neutral wells; activation, % at 25 µM; 0.99% of 340,000 active; AID 493131;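 active = mean activation above about 17%, with every replicate also reaching it, limit read from the data, passing the limit was not always enough; inconclusive = only one of the two conditions met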;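 note: fluorescence polarization rise as delta FosB binds a TAMRA Cdk5 AP-1 oligo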
RTF Ca sens inh – cardiac RTF calcium desensitization; IANBD-labeled cardiac RTF, Ca2+ fluorescence; inhibition, % at 7.15 µM; 0.12% of 340,000 active; AID 493244;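 active = inhibition above the mean inhibition of all tested compounds plus 3 SD, cut at about 17% in these data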;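 note: assay run at fixed EC70 calcium of 1.6 mM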
PvdQ acylase – blocks Pseudomonas aeruginosa PvdQ acylase activity; purified PvdQ acylase, fluorescence plate reader; inhibition, % at 10 µM; 0.063% of 340,000 active; AID 488965; in the data active = inhibition above about 30%, passing the limit was not always enough; inconclusive = no clear call, values can overlap the other calls;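 note: 0% = vehicle neutral wells and 100% = reference inhibitor wells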
PfHsp90 set2 – reduces growth (ATP signal) of yeast expressing P. falciparum Hsp90; S. cerevisiae expressing PfHsp90, BacTiter-Glo ATP, 48 h; yeast lacking PDR1 and PDR3 efflux regulators; AID 504621; inhibition, % at 9.4 µM; 0.32% of 310,000 active;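 active = every replicate shows inhibition above about 80%, whatever the replicate mean, limit read from the data; inconclusive = mean inhibition reaches the set limit but some replicate falls short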;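 note: 0% = DMSO neutral controls and 100% = 20 µM radicicol positive controls; yeast relying on Plasmodium falciparum Hsp90 in place of its own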
LANA DNA inh – inhibitors of KSHV LANA C-terminal domain DNA binding | inhibition, % at 9 µM | AID 504423 | MBP-C-LANA/FAM-LBS DNA binding, fluorescence polarization | 0.078% of 340,000 active;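 active = highest replicate inhibition at or above 60% at 9 µM, even if other replicates fall short; inactive = all replicates below 60% inhibition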;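 note: 0% = neutral control wells and 100% = 4 µM acridine orange control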
RTF Ca sens act – increases calcium sensitivity of human cardiac regulated thin filaments; 0.24% of 340,000 active; activation, % at 7.2 µM; AID 493008; P19429+P45379; IANBD-labeled TnC RTF fluorescence at EC20 calcium; 0% EC20 calcium, 100% full calcium;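 active = activation above the mean over all tested compounds plus 3 SD, cut at about 30% in these data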;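 note: rise in fluorescence read as greater calcium sensitivity of cardiac thin filaments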
CDK5 p35 inh – blocks human CDK5/p35 kinase activity | Recombinant CDK5/p35, ADP-Glo luminescence, 60 min | inhibition, % at 10 µM | 0.01% of 330,000 active | AID 488839;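 active = highest replicate inhibition of at least 50% and at least 75% of replicates reaching 50%; inconclusive = only one of the two criteria met; inactive = both criteria failed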;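 note: plate controls were DMSO neutral control for no effect and GW8510 at 10 µM for full effect; many of its hits are not listed in these tables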
Mot1-301 SUMO – inhibitors of SUMOylation pathway: yeast Mot1-301 growth rescue; 1% of 320,000 active; S. cerevisiae Mot1-301 growth rescue, ATP luminescence, 38.5C; percent above DMSO median, 100 means doubled; growth rescue, % at 18.8 µM;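 active = every valid replicate shows activation above 250% relative to neutral control wells; inactive = the rest, any valid replicate at or below 250%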;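 note: OY570 slx delta 5 strain wells were the positive control but not used for scaling; some compounds called inactive have numbers as strong as hits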
NSD2 inh – inhibitors of human histone methyltransferase NSD2; inhibition, % at 12.5 µM; AID 743445; O96028; 0.54% of 310,000 active; NSD2 peptide methylation, AlphaScreen, 120 min; in the data active = inhibition above about 50%
Target sequence (O96028 whole entry, looked up): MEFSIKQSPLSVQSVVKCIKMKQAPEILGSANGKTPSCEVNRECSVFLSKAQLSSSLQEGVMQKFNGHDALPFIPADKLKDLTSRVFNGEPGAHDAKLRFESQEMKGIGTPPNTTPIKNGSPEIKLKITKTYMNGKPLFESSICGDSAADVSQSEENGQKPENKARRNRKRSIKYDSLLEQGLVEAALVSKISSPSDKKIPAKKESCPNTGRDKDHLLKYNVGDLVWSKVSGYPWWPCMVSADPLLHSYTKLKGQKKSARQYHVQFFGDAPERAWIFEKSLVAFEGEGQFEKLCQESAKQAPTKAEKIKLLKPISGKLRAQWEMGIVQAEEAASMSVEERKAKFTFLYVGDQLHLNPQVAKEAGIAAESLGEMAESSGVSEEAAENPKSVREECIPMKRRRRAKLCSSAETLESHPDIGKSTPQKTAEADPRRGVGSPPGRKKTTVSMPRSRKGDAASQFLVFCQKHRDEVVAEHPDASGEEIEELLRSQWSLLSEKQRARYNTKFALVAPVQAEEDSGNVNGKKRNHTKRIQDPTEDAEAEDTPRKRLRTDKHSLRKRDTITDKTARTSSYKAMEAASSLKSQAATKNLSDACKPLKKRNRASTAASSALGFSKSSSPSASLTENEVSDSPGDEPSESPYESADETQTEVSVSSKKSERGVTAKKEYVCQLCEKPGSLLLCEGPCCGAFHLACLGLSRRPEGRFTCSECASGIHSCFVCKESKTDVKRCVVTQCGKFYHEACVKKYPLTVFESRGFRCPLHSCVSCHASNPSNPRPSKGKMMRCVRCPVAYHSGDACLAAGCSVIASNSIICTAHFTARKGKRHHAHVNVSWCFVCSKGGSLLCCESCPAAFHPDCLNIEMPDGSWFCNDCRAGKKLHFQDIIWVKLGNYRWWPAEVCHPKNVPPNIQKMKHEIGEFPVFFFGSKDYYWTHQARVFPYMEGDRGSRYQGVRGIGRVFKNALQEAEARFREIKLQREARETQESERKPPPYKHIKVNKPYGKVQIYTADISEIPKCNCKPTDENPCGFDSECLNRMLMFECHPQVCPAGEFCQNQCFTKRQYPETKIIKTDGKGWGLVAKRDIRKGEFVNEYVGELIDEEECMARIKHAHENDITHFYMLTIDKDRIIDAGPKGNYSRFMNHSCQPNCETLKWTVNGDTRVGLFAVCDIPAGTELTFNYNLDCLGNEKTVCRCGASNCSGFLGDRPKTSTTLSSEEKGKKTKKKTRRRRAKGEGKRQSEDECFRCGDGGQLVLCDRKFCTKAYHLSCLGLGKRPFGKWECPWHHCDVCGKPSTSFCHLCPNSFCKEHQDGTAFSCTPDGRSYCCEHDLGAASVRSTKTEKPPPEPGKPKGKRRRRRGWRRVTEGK
Numbers without * were called inactive; u = inconclusive; x = not tested or not shown. Rows were taken by chance; any-hit rate near 3.2%.

Under each structure: LANA DNA inh	Rtt109 Vps75	dFosB act	PvdQ acylase	CDK5 p35 inh	Mot1-301 SUMO	Keap1-Nrf2 PPI	NSD2 inh	PfHsp90 set2	RTF Ca sens inh	RTF Ca sens act
> Cc1ccc(-c2csc(N3CCC[C@@H]3C(=O)NCCn3c(-c4ccncc4)nc4ccccc43)n2)cc1
  2.3	-3	-5	14	0.9	11	-2	x	-16	0	-1
> CCC(Sc1nnnn1C)C(=O)Nc1ccc(C(C)=O)cc1 (configuration not stated)
  0.0	6	0	-3	0.1	-19	-6	-2	-10	-3	9
> NC(=O)c1ccccc1NC(=O)/C=C/c1c(Cl)cccc1Cl
  -0.6	-2	-4	-4	-2.2	120	-6	-1	x	-1	-6
> CCCN1CCN(C(=O)Cn2cccc2C(=O)c2ccccc2)CC1
  0.4	-4	-3	-11	2.1	3	-4	3	-27	4	4
> COC(=O)C(Cc1ccc(O)cc1)NC(=O)c1ccccc1OC (configuration not stated)
  -0.3	-3	-3	-10	-0.3	-1	-5	-4	-4	2	1
> c1ccc(CSc2nnc3ccc(-c4ccco4)nn23)nc1
  -1.4	38	3	3	0.1	-39	0	5	7	-8	-5
> COc1ccc(CCNC(=O)c2c(-c3ccccc3Cl)noc2C)cc1
  0.5	7	1	0	0.9	-6	1	-3	-36	10	1
> Cc1ccc(NC(=O)CN(C)C(C)C(=O)Nc2ccc(S(=O)(=O)N3CCCC3)cc2)cc1 (configuration not stated)
  -0.6	11	-17	-4	-0.7	-1	-1	-6	x	4	-6
> CN(CC(=O)Nc1cccc(F)c1)C(=O)CCc1nc2cc(S(=O)(=O)N3CCOCC3)ccc2n1C
  -0.4	-4	-7	-3	-0.3	12	-2	1	x	-4	-1
> O=C1/C(=C\c2ccccc2Cl)SC(=S)N1CCC(=O)N1CCCc2ccccc21
  1.2	-1	1	-13	-3.1	7	-5	1	0	-3	4
> COc1cccc(C=NNC(=O)CCCC(=O)NN=Cc2cccc(OC)c2)c1
  0.5	-6	-13	-2	-2.0	x	0	1	21	-11	4
> CCOC(=O)c1sc(NC(=O)CSc2nnc(C)s2)c(C(=O)OCC)c1C
  0.7	-9	-19	-7	-0.2	-11	1	-1	-2	-5	-4
> CCOC(=O)N1CCC(NC(=O)CCc2nc(-c3ccccc3F)no2)CC1
  -1.0	-2	-2	-15	0.9	15	2	-2	-15	-2	2
> CC(C)CCNC(=O)C(c1ccco1)N(Cc1ccccc1)C(=O)c1snc(C(N)=O)c1N (configuration not stated)
  -1.2	1	-26	-10	-0.3	7	-6	x	-13	-13	-2
> Cc1c(C=O)c2ccccc2n1CC(=O)N1CCc2ccccc2C1
  -0.6	-10	-3	-3	-1.1	11	-1	1	43	0	2
> O=[N+]([O-])c1cc(Cl)ccc1Nc1ccccc1
  1.2	17	-7	19	-1.4	-9	-1	x	9	-6	3
> Cc1ccccc1C(=O)NNC(=O)C1CCCN(c2ncccn2)C1 (configuration not stated)
  2.4	6	-4	-19	-4.7	-5	-4	2	-33	-10	13
> CN(C(=O)CSc1nnc(Nc2ccccc2F)s1)C1CCS(=O)(=O)C1 (configuration not stated)
  -2.9	-4	1	5	1.8	-14	0	0	10	-2	-2
> CC(C)=CCC/C(C)=C/CNC(=O)C[C@H]1C[C@H](C(=O)N(C(C)C)C(C)C)[C@@]2(C)c3[nH]c4ccc(Cl)cc4c3CCN2C1=O
  -0.7	-8	4	-13	-0.1	x	-7	x	-38	-1	0
> Cc1cc([N+](=O)[O-])ccc1NC(=O)CSc1nncn1-c1cccnc1
  1.4	4	9	-8	0.2	-9	-2	5	5	-8	-4
> Nc1ccc2c(c1)C(=O)c1cc([N+](=O)[O-])ccc1-2
  0.7	-1	-5	6	-0.7	x	0	-1	-10	-6	-1
> Cc1[nH]c2ccccc2c1C(=O)C(C)Sc1nnc(C2CC2)o1 (configuration not stated)
  -0.4	-1	1	-16	2.0	8	-4	-1	-7	0	-2
> CCS(=O)(=O)N1CCC(N2CCC(C)CC2)CC1
  -1.2	1	-1	1	0.2	-4	4	2	6	3	2
> C/C(=N\NC(=O)c1ccc2ccccc2c1)c1cccnc1
  2.9	19	-8	1	-0.9	-5	-4	-4	-1	-6	1
> Cc1ccc(C(=O)NCCCc2ccccc2)c(Cl)c1
  -1.3	1	-2	-3	0.4	308	-1	-3	-1	-1	-3
> CCOc1cc(N2CCOCC2)c(OCC)cc1NC(=O)COC(=O)c1cccc2ccccc12
  1.5	-2	-16	-6	0.6	19	4	5	-16	-3	6
> O=C(CCC(=O)N1CCOc2ccccc21)Nc1ccc(F)cc1F
  -0.2	-7	-2	-5	-2.7	1	-1	x	34	-3	0
> Nc1nc(-c2cc(O)ccc2[N+](=O)[O-])cc(-c2ccccc2)c1[N+](=O)[O-]
  17	1	-32	1	0.4	-9	-5	-1	-13	2	-3
> Cc1ccc2c(Cl)cc(Cl)c(OCC(=O)N(C(C)C)C(C)C)c2n1
  1.2	-2	-3	-5	0.4	-12	-6	0	3	-20	2
> COc1ccc(-c2nc(CS(=O)(=O)CC(=O)NCCc3ccccc3)c(C)o2)cc1
  -1.9	-11	1	-2	0.6	-5	-1	2	-8	4	0

Part of the list above, as comma-separated lines:
mol,LANA DNA inh,Rtt109 Vps75,dFosB act,PvdQ acylase,CDK5 p35 inh,Mot1-301 SUMO,Keap1-Nrf2 PPI,NSD2 inh,PfHsp90 set2,RTF Ca sens inh,RTF Ca sens act
COC(=O)C(Cc1ccc(O)cc1)NC(=O)c1ccccc1OC (configuration not stated),-0.3,-3,-3,-10,-0.3,-1,-5,-4,-4,2,1
c1ccc(CSc2nnc3ccc(-c4ccco4)nn23)nc1,-1.4,38,3,3,0.1,-39,0,5,7,-8,-5

Next part:
Under each structure: LANA DNA inh	Rtt109 Vps75	dFosB act	PvdQ acylase	CDK5 p35 inh	Mot1-301 SUMO	Keap1-Nrf2 PPI	NSD2 inh	PfHsp90 set2	RTF Ca sens inh	RTF Ca sens act
> Cc1ccc(C(=O)N2CC(C)CC(C)C2)cc1NC1=NC2CS(=O)(=O)CC2S1 (configuration not stated)
  -0.2	-1	5	-14	-1.8	31	-8	x	11	-1	-4
> Cc1cccc(OCCNc2cc(N3CCN(C)CC3)ccc2[N+](=O)[O-])c1
  0.2	4	3	-10	-3.6	-2	-2	6	35	-12	-17
> Nn1c(SCc2ccccc2)nc2ccccc21
  -0.6	2	2	5	0.0	-7	-5	-2	-1	-4	-4
> O=C(NCCCn1ccnc1)c1ccc(N2CCCCC2)c([N+](=O)[O-])c1
  2.8	-5	0	-16	-0.1	78	-4	9	13	10	3
> COc1cc(/C=C/c2cccc[n+]2C)ccc1OCC(=O)Nc1ccccc1
  1.1	-7	-5	-16	-0.7	268	0	2	11	-15	3
> Cc1cc(C(=O)O)ccc1-n1c(C)cc(C=C2C(=O)c3ccccc3C2=O)c1C
  0.1	u	-6	-6	1.1	2	-4	15	9	-3	-1
> Cc1nnc(N2C(=O)c3oc4ccccc4c(=O)c3C2c2ccco2)s1 (configuration not stated)
  1.7	-5	-12	-15	0.0	54	-4	x	13	-9	-1
> O=C(C1CC1)N1CCN=C1SCc1ccc(F)cc1
  -1.7	-2	-5	-7	1.2	5	-4	x	4	-5	4
> Cn1c(SCC(N)=O)nnc1C1CCN(S(=O)(=O)c2ccccc2C(F)(F)F)CC1
  1.2	-7	-1	-7	-0.1	9	1	0	5	5	5
> O=C(N/N=C/c1ccccn1)c1[nH]c2ccc([N+](=O)[O-])cc2c1-c1ccccc1
  0.4	3	-8	2	-2.7	2	-9	0	0	9	3
> Cc1nnc(NC(=O)Cn2c(=O)sc3ccccc32)s1
  0.4	-19	0	-10	-1.1	0	-5	x	28	-2	0
> O=C(Cn1nnc(-c2ccccc2)n1)NNC(=O)c1cccc([N+](=O)[O-])c1
  -1.3	-6	2	-9	-0.7	6	-4	5	8	-10	-3
> CCCCN([C@H](CO)C(C)C)S(=O)(=O)c1ccccc1Br
  2.7	-4	-5	-14	-3.9	x	-5	x	-18	1	-1
> Cc1ccc(NC(=O)CCNS(=O)(=O)c2ccc3[nH]c(=O)oc3c2)cc1F
  0.4	-4	-3	-16	-5.9	-11	-4	4	17	-2	1
> Nc1ncnc(SCc2c(F)cccc2Cl)n1
  -0.1	-7	-1	7	0.6	-12	0	-2	-12	x	x
> CCCS(=O)(=O)c1nc(S(=O)(=O)c2ccc(C)cc2)c(N2CCCC(C)C2)s1 (configuration not stated)
  0.5	3	-9	-3	-1.1	-5	0	3	-61	-4	0
> CCOC(=O)c1ccc(NC(=O)Nc2ccc(OC)c(OC)c2)cc1
  -0.8	2	2	-7	1.5	-6	-8	x	-116	-1	0
> CCn1cc(/C=C(\NC(=O)c2cc(OC)c(OC)c(OC)c2)C(=O)NCCCN2CCOCC2)c2ccccc21
  1.4	0	-8	-6	x	-4	-2	2	13	-5	0
> Cn1c(=O)c2c(nc(N3CCNCC3)n2Cc2ccccc2Cl)n(C)c1=O
  0.4	-1	-6	-3	3.2	-11	0	-1	-8	-1	12
> CCC(=O)Nc1ccc2oc(-c3cccc(C)c3)nc2c1
  2.2	5	-13	-8	4.1	-20	4	-2	-19	7	-4
> Cc1onc(-c2c(Cl)cccc2Cl)c1COC(=O)c1ccc(Cl)cc1[N+](=O)[O-]
  -0.6	17	-4	19	2.3	11	1	-2	-7	-4	-2
